Assay outcomes (PubChem)
ALOX12 inh: Primary qHTS assay for inhibitors of human arachidonate 12S-lipoxygenase (ALOX12): Round 2; actives 1.1% (n = 580,000); Potency, µM (top dose mostly 108 µM), for inactives: at the top dose activity change, negative = inhibition, usual class: inhibitors; Polyunsaturated fatty acid lipoxygenase ALOX12 (Homo sapiens), P18054; purified 12hLO, xylenol orange hydroperoxide absorbance; active = well fitted inhibition curve with a large enough effect; inconclusive = small, poorly fitted or top-dose-only effect, or another doubt; inactive = no such curve, though single readings can be large or run the other way
Target sequence (P18054 whole entry, looked up): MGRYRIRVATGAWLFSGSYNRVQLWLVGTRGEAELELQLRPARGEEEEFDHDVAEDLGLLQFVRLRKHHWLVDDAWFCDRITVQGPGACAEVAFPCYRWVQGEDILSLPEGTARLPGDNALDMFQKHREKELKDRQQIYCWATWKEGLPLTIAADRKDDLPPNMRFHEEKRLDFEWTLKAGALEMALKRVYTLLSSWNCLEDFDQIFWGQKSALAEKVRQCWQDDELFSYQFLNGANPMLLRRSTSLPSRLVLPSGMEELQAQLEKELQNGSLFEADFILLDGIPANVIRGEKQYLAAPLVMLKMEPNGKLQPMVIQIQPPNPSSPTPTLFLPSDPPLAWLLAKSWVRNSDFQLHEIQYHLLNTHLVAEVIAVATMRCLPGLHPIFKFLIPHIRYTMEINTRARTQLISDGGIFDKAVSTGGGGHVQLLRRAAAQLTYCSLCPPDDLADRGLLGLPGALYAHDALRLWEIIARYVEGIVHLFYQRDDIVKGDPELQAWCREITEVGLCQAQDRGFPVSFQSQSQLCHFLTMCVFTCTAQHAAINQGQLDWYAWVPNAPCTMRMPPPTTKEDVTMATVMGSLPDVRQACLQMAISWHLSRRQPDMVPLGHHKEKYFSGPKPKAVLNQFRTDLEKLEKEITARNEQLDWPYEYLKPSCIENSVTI
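Purified human 12hLO (150 nM final) in 25 mM Hepes, 0.01% Triton X-100, pH 7.0 was preincubated 15 min at room temperature with compound. Then 40 uM arachidonic acid was added, 30 min. Hydroperoxide was read by Fe-XO absorbance ratio 573/405 nm.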
Numbers without * were called inactive; ? = inconclusive; [ ] = dose if it differs, or a comment. % is scaled to controls: 0 for no effect and ±100 for the full control effect; potency is read from the fitted curve at half-maximal effect. An excerpt, so the mix of outcomes need not match the whole.

SMILES | ALOX12 inh
Cc1cc(C(C)(C)C)cc(C)c1Cn1c(Cl)nc2c1c(=O)n(C)c(=O)n2C | 5%
Cc1ccc(F)c(OC2(C(=O)O)CCN(CC3[C@H]4CNC[C@@H]34)CC2)c1 (stereo partly drawn) | 27%
CC(=O)NC1(C)CCCN(Cc2cccc(Nc3cccc(C#N)c3)c2)C1 (stereo not drawn) | 9%[176 µM]
COc1ccc(-c2ccccc2)cc1N1C(=O)[C@@H]2C[C@H]1CN2Cc1nc[nH]c1C | 9%
COc1cc(OC)cc(C(=O)NC2CCN(c3cc(-c4ccc(F)cc4)[nH]n3)C2)c1 (stereo not drawn) | 24%
O=C(O)c1cc(Br)c(Cl)[nH]1 | ?
Cc1ccc2nc(C)c(C(=O)NCc3ccc(N4CCCCCC4)nc3)cc2c1 | -11%
CCCNC(=O)c1cc(C2CCCCN2C(=O)c2ccccc2)on1 (stereo not drawn) | 1%
CCCCn1nnnc1C(c1cc2ccccc2o1)N(Cc1ccccc1)Cc1ccccc1 (stereo not drawn) | -17%
Cc1cccc(S(=O)(=O)N(C)C[C@@H]2OCc3cnnn3CCCC(=O)N([C@H](C)CO)C[C@H]2C)c1 | -9%
O=C(c1cccc2[nH]ccc12)N1CCC(Cc2nncn2Cc2ccccc2)C1 (stereo not drawn) | -2%
COc1ccccc1CC(=O)N1CCC2(CC1)N=C(c1ccc(C)cc1)NO2 | 3%
O=C(O)c1cccc2[nH]cnc12 | 0%
Cc1noc(C)c1CCNC(=O)C1CCCN(S(C)(=O)=O)CCC(=O)NCC1 (stereo not drawn) | 21%
CN1CCCC1CCn1nc(C2CCNCC2)n(Cc2ccccc2)c1=O (stereo not drawn) | 16%
CC(C)c1ccc(C(=O)NN)cc1 | 67%[activator]
Cc1ccc(N2CCC(NC(=O)Cc3ccccc3C)C2=O)cc1C (stereo not drawn) | 24%
Cc1ccc(C(=O)N/N=C/c2ccccc2)s1 | -9%
Cc1ccccc1-c1ncc(CN(C)C(C)c2ccon2)s1 (stereo not drawn) | 14%
N#Cc1ccc(CN2CCC3(C2)NC(=O)c2ccccc2O3)cc1 (stereo not drawn) | 30%[176 µM]
COc1ccc(OCC(=O)Nc2cc(OC)ccc2OC)cc1 | 11%
COc1cccc(Cc2nc3cccnc3n2C2CCN(C(=O)c3n[nH]c4c3CCCC4)CC2)c1 | -1%
Cc1ccc(C(=O)NNC(=O)CNS(=O)(=O)/C=C/c2ccccc2)cc1 | 16%
O=C(Nc1cccc(F)c1)N1CC(Oc2ccc(-c3noc(C4CCOCC4)n3)cc2)C1 | 18%
CC1CCCCC1NC(=O)CCC1CCCO1 (stereo not drawn) | 12%

7 entries from above, with values ahead of the structure:
ALOX12 inh	SMILES
21%	Cc1noc(C)c1CCNC(=O)C1CCCN(S(C)(=O)=O)CCC(=O)NCC1 (stereo not drawn)
16%	CN1CCCC1CCn1nc(C2CCNCC2)n(Cc2ccccc2)c1=O (stereo not drawn)
67%[activator]	CC(C)c1ccc(C(=O)NN)cc1
24%	Cc1ccc(N2CCC(NC(=O)Cc3ccccc3C)C2=O)cc1C (stereo not drawn)
-9%	Cc1ccc(C(=O)N/N=C/c2ccccc2)s1
14%	Cc1ccccc1-c1ncc(CN(C)C(C)c2ccon2)s1 (stereo not drawn)
30%[176 µM]	N#Cc1ccc(CN2CCC3(C2)NC(=O)c2ccccc2O3)cc1 (stereo not drawn)

New compounds follow
SMILES | ALOX12 inh
CCc1noc(-c2cccn3c(CNC(=O)Cc4ccc(C)cc4)nnc23)n1 | 83%[activator]
CC(CCN1CCC(C(O)(c2ccccc2)c2ccccc2)CC1)Oc1cc(F)cc(F)c1 (stereo not drawn) | ?
Cc1noc(C)c1S(=O)(=O)N1CCCC(Cc2nncn2C)C1 (stereo not drawn) | 18%
Cc1cc(-c2nn(-c3ccccc3F)cc2CN(C)C(C)c2ccon2)c(C)s1 (stereo not drawn) | 18%
S=C(Nc1ccc(Br)cc1)N(Cc1ccccc1)Cc1ccccc1 | ?
CC(=O)Nc1ccc(-c2csc(NC(=O)c3cc4cnn(C(C)C)c4nc3C)n2)cc1 | ?
O=C(c1n[nH]c2ccccc12)N1C[C@@H](CO)[C@H](c2ccccn2)C1 | 50%[activator]
Cc1noc(-c2cn(C3CCCN(C(=O)c4ccc(C)c(F)c4)C3)nn2)n1 (stereo not drawn) | 0%
c1ccc(-c2noc(CC3CCOC4(CCN(Cc5cccnc5)CC4)C3)n2)cc1 (stereo not drawn) | -3%
O=C(c1ccc2c(c1)CCN2S(=O)(=O)c1ccc(Cl)cc1)N1CCCC1 | ?
CCOC(=O)C1CCN(C(=O)c2cc3cc(OCC)ccc3n2C)CC1 | 15%
Cn1c(COc2cccc(CN3CCCC3)c2Cl)nnc1C1CC(N)C1 (stereo not drawn) | 88%[activator]
CCOC(=O)CSc1nc2c(c(=O)[nH]c(=O)n2C)n1C | 11%
Cc1nc(N)ncc1-c1nc(N2CCOCC2)c2sc(C(C)(C)O)cc2n1 | 19%[57.4 µM]
N#Cc1c2n(c(=O)n(CCOc3cccc(F)c3)c1=O)CCC2 | ?
COc1ccc(F)cc1C(=O)N1CCC2(CC1)CNC(C(=O)O)C2 (stereo not drawn) | -9%
Cc1ncc(CO)c2cc(-c3nc(-c4ccccc4F)no3)c(=O)oc12 | 7%
Cc1cc(C)c2c(CC(=O)N3CCc4c(nc[nH]c4=O)C3)coc2c1C | 1%
Cn1cnc(S(=O)(=O)N2C[C@@H](O)COC[C@@H]3O[C@H](CC(=O)NC4CCC4)CC[C@H]32)c1 | -13%
CC(C)(C)C(=O)N[C@H]1C[C@@H](Cc2cc(COc3ccccc3)on2)C1(C)C | 11%[176 µM]
COc1ccc(C(=O)N2CCc3nc(C(C)C)nc(-c4ccc(O)cc4)c3C2)cc1 | 10%
COc1ccc([C@H]2C[C@H](O)[C@@H](n3cc(C4CC4)nn3)CN2C(=O)C2CCCCC2)cc1 | -12%
O=C(NCC1Cn2cccc2C(=O)N1Cc1ccccc1)c1ccncc1 (stereo not drawn) | 27%
Cc1ccc(CCN2CCCC23Cc2ccccc2CNC3=O)cc1 (stereo not drawn) | ?
O=C(O)c1cccc(NCc2ccc(Cl)cc2)c1 | -5%
SMILES | ALOX12 inh
CSCC(=O)NCCC[C@H](NC(=O)[C@@H]1[C@@H](NC(=O)Nc2cccc(SC)c2)CCN1C(=O)CSC)C(N)=O | 14%
CCN(CC(=O)NC(=O)NCC(F)(F)F)Cc1cccc(C)c1 | -14%
Cc1ccc(NC(=O)Cn2ccn3nc(-c4ccccc4)c(CO)c3c2=O)cc1F | 0%
Cc1ccc(C(=O)N2CCCC3(C2)C(=NC2CCCCC2)NC(=O)N3c2cc(F)cc(F)c2)cc1 (stereo not drawn) | 0%[6.33 µM]
O=S(=O)(c1ccc(SCc2nnc(-c3ccccc3)o2)nc1)N1CCCC1 | 3%
Cc1nn(Cc2ccccc2Cl)c(C)c1NC(=O)COCc1cc(-c2ccco2)on1 | 0%
OC[C@@H]1CNC[C@H]1C1CCN(Cc2cccc(F)c2)CC1 | 58%[activator]
N#Cc1ccc(OCCSc2ccc3c(c2)OCCO3)cc1 | -24%
CCn1nccc1C(=O)N1C[C@@H](CO)[C@H](c2ccccn2)C1 | 20%
Cc1ccc(CN2C(=O)CS(=O)c3ccc(C(=O)NCc4ccccc4)cc32)cc1 (stereo not drawn) | -15%
Cc1cccc(OCC(=O)N2CCC(n3cc(-c4nc(C(C)C)no4)nn3)CC2)c1 | 29%
COCC(=O)NC1CCC12CCN(C(=O)c1ccc3ccccc3n1)CC2 (stereo not drawn) | 24%
CCNC(=O)N[C@H]1CO[C@H]2[C@@H]1OC[C@H]2OC(=O)Nc1ccc(C(C)=O)cc1 | 14%[176 µM]
COCCOc1nc2c(c(=O)n(C)c(=O)n2C)n1C(C)c1ccccc1 (stereo not drawn) | 30%
Cc1ncc2n1C(=O)N(C1CCN(C(=O)c3ccccc3Cl)CC1)C2 | -8%
Cc1ccc(NC(=O)Cn2c(-c3ccc(Cl)cc3)nc(C)c(CCO)c2=O)cc1C | -22%
COc1cccc(OCc2cc(C(=O)NC(CO)CO)n[nH]2)c1 | ?
O=C(N[C@@H](Cc1cccnc1)C(=O)N1CCC[C@H]1C(=O)NC1CCCC1)c1ccc(Cl)c(Cl)c1 | 1%
O=C(NC(c1ccc(Cl)cc1)c1ccccn1)C1CCN(CCOc2ccc(Cl)cc2Cl)CC1 (stereo not drawn) | ?
COc1ccc(CC(=O)Nc2ccc([C@H]3OCC(=O)N(Cc4ccccc4)[C@@H]3CO)cc2)cc1 | 11%
CCc1noc([C@@H]2CC(F)(F)CN2C(=O)c2ccn(CC)n2)n1 | 11%
CCOCC(=O)N1CCCN(S(C)(=O)=O)c2ccccc21 | 32%
CC(Oc1ccc(Cl)cc1Cl)C(=O)Nc1ccc2oc(-c3cccnc3)nc2c1 (stereo not drawn) | -6%
Cc1ccc(NC(=O)c2ccc(Cl)cc2N2CCCC2=O)cc1 | -5%
N#Cc1cccc(-c2ccnc(N[C@H]3CO[C@H]4[C@@H]3OC[C@H]4OC(=O)Nc3cccc4ccccc34)n2)c1 | -8%
SMILES | ALOX12 inh
CC1(C)CC(=O)C2=C(C1)Nc1nc(SCc3ccccc3)nn1C2c1cccs1 (stereo not drawn) | 16%
CC[C@H]1CN(Cc2ccc(OC)cc2O)CC[C@H]1CC(=O)N(C)CC#N | -10%[176 µM]
CSCCC(C(=O)Nc1c(C)cccc1C)n1c(-c2cc(C)cs2)nc2ccccc21 (stereo not drawn) | 10%
Cc1ccc(-n2nc(C)c([C@@H]3C=C[C@@H](NC(=O)Nc4ccc(Cl)cc4)C3)c2C)cc1Cl | -3%
NC(=O)C1CCN(C(=O)C2CCN(S(=O)(=O)Cc3ccc(F)cc3)CC2)CC1 | 16%
CCc1nc2c(=O)n(CC(=O)NC(C)c3ccc(F)cc3)nc(C)c2s1 (stereo not drawn) | 2%
COc1cccc(-c2cnc3c(NC(C)=O)cc(-c4ccccc4OC)cn23)c1 | -17%
CC1CN(CCC(=O)NC(c2cccnc2)C(F)(F)F)Cc2cc(Cl)ccc2O1 (stereo not drawn) | -2%
Cc1nc2ccc(S(=O)(=O)N(CC(=O)N3CCC(C)CC3)Cc3ccccc3)cc2s1 | ?
COc1cccc(NC(=O)CC(C)(C(=O)O)c2ccccc2)c1 (stereo not drawn) | -76%
CN(Cc1ccccc1)C(=O)[C@@H]1Cc2nc[nH]c2CN1Cc1ccc(C(=O)O)cc1 | 11%[176 µM]
C[C@H]1[C@@H]2[C@@H](O)C([C@H](C)C(=O)NCc3ccccn3)CC[C@@]2(C)CC[C@@H]1NC(=O)c1ccccc1 (stereo partly drawn) | 11%
C=CCn1c(SCCC)nc2c1c(=O)n(C)c(=O)n2C | -19%
CSc1ncccc1C(=O)OCC(=O)c1ccc(Cl)s1 | 4%
COc1ccc(C(=O)NCCc2ncc(C)n2CC2CC2)cn1 | 67%[activator]
CN(Cc1ccc2c(c1)OCCO2)Cc1ncc(C(C)(C)C)o1 | -17%
CN1CCCC2(CCN(S(=O)(=O)c3ccc(F)c(F)c3F)C2)C1=O (stereo not drawn) | 28%
COc1ccc(/C=N/NC(=O)c2nnn(-c3nonc3N)c2C)cc1OC | ?
O=C(NCc1cccnc1)c1ccc2ccccc2c1 | 103%[activator]
c1ccc(COc2cccc(CNCCc3c[nH]c4ccccc34)c2)cc1 | ?
COC(=O)C(C(=O)OC)c1ccccc1NS(=O)(=O)c1cccc2ccccc12 | 3%
COc1ccccc1-c1[nH]nc2ncc(-c3ccccc3C)nc12 | 23%[176 µM]
Cc1cccc(NC(=O)N2CCN(C3=Nc4ccccc4Oc4ccccc43)CC2)c1C | -25%
Cc1ccc2nc(CN(C)Cc3cc(=O)c4cc(C(N)=O)ccc4[nH]3)[nH]c2c1 | 124%[activator]
Cn1nc(C(C)(C)C)cc1-c1nn2c(-c3ccco3)nnc2s1 | ?

Some of these compounds in order of the ALOX12 inh value, low to high:
SMILES | ALOX12 inh
COc1cccc(NC(=O)CC(C)(C(=O)O)c2ccccc2)c1 (stereo not drawn) | -76%
Cc1cccc(NC(=O)N2CCN(C3=Nc4ccccc4Oc4ccccc43)CC2)c1C | -25%
COc1cccc(-c2cnc3c(NC(C)=O)cc(-c4ccccc4OC)cn23)c1 | -17%

(further entries)
SMILES | ALOX12 inh
CCCC(=O)N1CCN(C2CCN(CCc3ccccc3)C2=O)CC1 (stereo not drawn) | 12%
CC1=NOC2(CCN(C(=O)c3ccc(C(F)(F)F)cc3)C2)C1 (stereo not drawn) | 71%[activator][176 µM]
C=CCCC(=O)N[C@H]1CC[C@@]23CCCN2C(=O)CCC[C@H]3[C@H]1Cc1ccccc1 | -2%
COc1ccccc1CN1CC(C(=O)N(C)CCc2ccccn2)CCC1=O (stereo not drawn) | -1%
CCOC(=O)c1ccc(N2C(=O)Cc3cc(OC)c(OC)cc3C2c2ccc(OC)cc2)cc1 (stereo not drawn) | 2%
COc1cc(/C=C2/SC(=S)N(CC(=O)NNC(=O)c3ccc(F)cc3)C2=O)cc(OC)c1OC | 2%
CCCCCc1ccc(-c2ccc(C(=O)O)cc2)cc1 | -56%
COC(=O)c1c(NC(C)=O)c2cc(NC3CCN(C(C)=O)CC3)cnc2n1CC1CCCO1 (stereo not drawn) | 1%

Quoted from above, 2 compounds:
SMILES | ALOX12 inh
CCCCCc1ccc(-c2ccc(C(=O)O)cc2)cc1 | -56%
COC(=O)c1c(NC(C)=O)c2cc(NC3CCN(C(C)=O)CC3)cnc2n1CC1CCCO1 (stereo not drawn) | 1%
